Compound activity as filed in PubChem BioAssay.
Ba/F3 V617F tox = loss of viability in JAK2V617F-driven Ba/F3 cells. Ba/F3 EpoR-JAK2V617F viability, ATP luminescence. inhibition, % at 5.6 µM. 220,000 compounds, 1.1% hits. AID 1446;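 active = inhibition above the campaign mean plus 3 SD over all tested compounds, cut at about 24% in these data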;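 note: cytokine-independent growth of Ba/F3 cells driven by EpoR plus mutant JAK2; 0% = DMSO-treated cells and 100% = JAK inhibitor I control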
PGE2 EP2 inh = EP2 receptor (human) inhibition; inhibition, % at 25 µM; C6 glioma cells expressing human EP2, cAMP TR-FRET; cells stimulated with saturating PGE2; AID 1422; 260,000 compounds, 0.52% hits; P43116;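 active = percent inhibition above 40 after rounding to a whole number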;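 note: rat C6 glioma host cells with rolipram phosphodiesterase inhibitor present; the protocol text gives 20 µM as final concentration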
PPC-1+TRAIL kill = kills PPC-1 cancer cells in the presence of TRAIL; 220,000 compounds, 0.41% hits; PPC-1 cells + TRAIL, ATPLite viability luminescence; AID 1443; cell killing (% activity), % at 4 µM;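 active = cell killing above 50% in the first pass at 4 µM, then a duplicate retest at 5 µM averaging 50% or more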;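 note: plate controls were cells with TRAIL plus DMSO for no effect and medium-only wells lacking cells for full effect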
BaF3 parental = parental Ba/F3 viability inhibition as JAK2V617F counter-screen; CellTiter-Glo ATP luminescence; inhibition, % at 5.6 µM; 220,000 compounds, 1.1% hits; AID 1486;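 active = inhibition above a per-campaign cutoff, the mean inhibition of all tested compounds plus 3 SD, cut at about 27% in these data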;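 note: 0% = DMSO wells and 100% = JAK Inhibitor I control wells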
p97 ATPase inh = inhibitors of human p97 ATPase | inhibition, % at 8 µM | P55072 | 220,000 compounds, 0.42% hits | recombinant p97 ATPase, Kinase-Glo ATP luminescence, 3 h; in the data active = inhibition above about 15%;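 note: 0% = DMSO vehicle and 100% = wells lacking enzyme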
Target sequence (P55072 whole entry, looked up): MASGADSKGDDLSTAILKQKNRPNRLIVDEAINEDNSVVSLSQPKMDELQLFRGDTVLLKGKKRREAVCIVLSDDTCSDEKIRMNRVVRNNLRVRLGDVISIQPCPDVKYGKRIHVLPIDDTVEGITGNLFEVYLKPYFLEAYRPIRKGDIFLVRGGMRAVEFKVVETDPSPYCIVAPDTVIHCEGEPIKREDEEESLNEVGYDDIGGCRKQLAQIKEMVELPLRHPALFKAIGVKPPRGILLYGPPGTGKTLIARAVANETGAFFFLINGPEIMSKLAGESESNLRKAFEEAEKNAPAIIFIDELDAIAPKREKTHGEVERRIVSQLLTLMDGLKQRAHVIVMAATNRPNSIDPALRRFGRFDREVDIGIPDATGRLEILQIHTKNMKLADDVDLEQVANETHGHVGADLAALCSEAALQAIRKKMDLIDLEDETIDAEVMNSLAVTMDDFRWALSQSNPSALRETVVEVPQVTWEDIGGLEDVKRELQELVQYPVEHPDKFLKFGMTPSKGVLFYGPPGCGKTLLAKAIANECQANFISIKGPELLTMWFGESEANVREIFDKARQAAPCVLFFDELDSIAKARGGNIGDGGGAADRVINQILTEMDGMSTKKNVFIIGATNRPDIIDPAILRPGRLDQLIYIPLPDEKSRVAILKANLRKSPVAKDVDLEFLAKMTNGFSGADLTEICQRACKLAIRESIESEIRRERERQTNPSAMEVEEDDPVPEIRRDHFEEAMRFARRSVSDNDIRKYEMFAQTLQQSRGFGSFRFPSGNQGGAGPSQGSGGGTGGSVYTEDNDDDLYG
TbHK1 inh = blocks Trypanosoma brucei hexokinase 1 activity; recombinant TbHK1, G6PDH-coupled NADH A340; inhibition, % at 10 µM; 220,000 compounds, 0.11% hits;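 active = inhibition of 50% or more in the single-dose primary screen; inactive = inhibition below 50%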
RBBP9 inhibitor = inhibitors of human serine hydrolase RBBP9; O75884; recombinant RBBP9, FP-Rh probe fluorescence polarization; inhibition, % at 7.94 µM; 220,000 compounds, 0.2% hits; AID 1515;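 active = inhibition above the campaign mean of all tested compounds plus 3 SD, cut at about 14% in these data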;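 note: plate controls were DMSO wells with RBBP9 for no effect and wells lacking RBBP9 protein for full effect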
Target sequence (O75884 whole entry, looked up): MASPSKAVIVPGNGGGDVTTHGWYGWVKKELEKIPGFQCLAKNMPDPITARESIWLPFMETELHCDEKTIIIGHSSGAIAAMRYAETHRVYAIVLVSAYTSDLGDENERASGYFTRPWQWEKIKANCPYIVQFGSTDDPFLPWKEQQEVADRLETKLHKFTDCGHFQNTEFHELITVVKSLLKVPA
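System: RBBP9 protein | Quantity: 2.5 µM RBBP9 dispensing solution, before mixing | Reagent: FP-Rh probe, 375 nM dispensing solution | Timing: Enzyme-compound preincubation 30 min, then probe labeling 45 min, 25 °C | Measured by: Fluorescence polarization | Read-out: % inhibition | Replication: One well per compound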
p47phox inh = inhibitors of human p47phox binding; inhibition, % at 24.7 µM; p47phox/p22phox peptide binding, fluorescence polarization, 2 h; 220,000 compounds, 0.53% hits;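 active = inhibition above about 30%, limit read from the data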;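 note: 0% = p47phox with labelled peptide and 100% = labelled peptide alone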
Furin inh = human furin inhibition. P09958. purified furin, fluorogenic substrate cleavage. inhibition, % at 30 µM. 220,000 compounds, 0.061% hits. AID 463115; in the data active = inhibition above about 25%; note: inactives centre near -15
* marks the source's active call; other numbers are inactive results; . = no result given; & = joins results of further samples; [ ] = remark or other dose.

SMILES	Ba/F3 V617F tox	PGE2 EP2 inh	PPC-1+TRAIL kill	BaF3 parental	p97 ATPase inh	TbHK1 inh	RBBP9 inhibitor	p47phox inh	Furin inh
Cc1ccc(-c2csc3nc[nH]c(=O)c23)cc1	-3	5	16	4	4	2	-2	0	-16
O=C(/C=C/c1ccccc1)N/C(=C/c1ccccc1)C(=O)N1CCOCC1	4	4	25	5	3	17	-2	-7	8
CCCCSc1nc(O)c(C2OC(=O)c3c2ccc(OC)c3OC)c(=O)n1C (stereo not given)	-3	6	23	1	10	7	1	-16	-28[20 µM]
COc1ccc(CNC(=O)CCn2c(=O)oc3ccccc32)cc1	4	11	18	4	-3	1	-3	-3	-5
CCOC(=O)c1c(NC(=O)CSc2nnc(-c3ccncc3)n2Cc2ccco2)sc(C)c1C	1	9	18	6	-9	-16	-5	-16	-7[20 µM]
COc1ccc(NS(=O)(=O)c2cccs2)cn1	0	7	21	4	2	-7	-3	-3	-34
CC1CCN(S(=O)(=O)c2cn(C)c(=O)n(C)c2=O)CC1	1	9	16	5	-5	-7	-10	-19	-16
CC(C)NC(=O)CSc1nc2ccccc2n1CC(=O)N1CCc2ccccc21	0	5	13	7	2	2	-12	-6	-11
Cc1ccc(Cl)cc1NC(=O)c1ocnc1C	0	9	-9	0	-1	-8	-2	-7	-11
Cc1ccc2nc(-c3ccc(SCC(=O)Nc4nc(C)cs4)nc3)[nH]c2c1	3	13&13	48	6	2	-8	-4	-29	-2
COc1cccc(CNCCO)c1OCc1ccccc1	-2	1	33	3	4	5	-11	4	-18
COc1ccccc1C1/C(=C(/O)c2ccc(C)cc2)C(=O)C(=O)N1CCN1CCOCC1 (stereo not given)	3	6	28	3	-3	-14	-5	-13	-18
Cc1ccc(C(=O)CSc2ncnc3sc4c(c23)CCC(C)C4)cc1 (stereo not given)	0	7	10	3	-2	-8	-5	-13	-10[20 µM]
Fc1cccc(Cl)c1Cn1nnc(-c2ccc(N3CCOCC3)cc2)n1	-3	5	-7	0	1	3	-4	-16	-18[20 µM]
O=C(O)CSc1nnc(C2CC2)n1-c1ccccc1	-5	11	2	-1	3	-4	4	16	19[20 µM]
C/C(N)=C(/C#N)C(=O)CSc1nc2cc(Cl)ccc2s1	-5	7	22	1	4	-5	-3	-21	-6
Cc1oc(CSCC2CCCO2)cc1C(=O)O (stereo not given)	-1	5	20	5	6	9	-2	-8	-25[20 µM]
O=C(c1ccco1)N1CCN(C(=O)c2cccc3c2C(=O)N(C2CCCCC2)C3)CC1	-1	5	26	4	5	-3	-7	-13	-25
CC[n+]1c(P(=O)([O-])c2ccccc2)[nH]c2ccccc21	3	10	3	8	7	-7	-2	5	-3[20 µM]
COc1ccc(Cl)c(NC(=O)NCCN2CCN(c3ccccc3)CC2)c1	-1	9	7	1	1	5	-2	-1	-6[20 µM]

Part of the list above in a different format:
SMILES,Ba/F3 V617F tox,PGE2 EP2 inh,PPC-1+TRAIL kill,BaF3 parental,p97 ATPase inh,TbHK1 inh,RBBP9 inhibitor,p47phox inh,Furin inh
O=C(/C=C/c1ccccc1)N/C(=C/c1ccccc1)C(=O)N1CCOCC1,4,4,25,5,3,17,-2,-7,8
CCCCSc1nc(O)c(C2OC(=O)c3c2ccc(OC)c3OC)c(=O)n1C (stereo not given),-3,6,23,1,10,7,1,-16,-28[20 µM]
COc1ccc(CNC(=O)CCn2c(=O)oc3ccccc32)cc1,4,11,18,4,-3,1,-3,-3,-5

Next section:
SMILES	Ba/F3 V617F tox	PGE2 EP2 inh	PPC-1+TRAIL kill	BaF3 parental	p97 ATPase inh	TbHK1 inh	RBBP9 inhibitor	p47phox inh	Furin inh
C(=N\Nc1nc(Nc2ccccc2)nc(Nc2ccccc2)n1)/c1cccnc1	-1	11	20	12	7	-5	-22	-40	-17
COc1ccc(Cn2c(=O)c3cccnc3n(Cc3ccc([N+](=O)[O-])cc3)c2=O)cc1	-2	4	21	6	0	-3	1	-4	-13
Cc1ccc2sc(-c3ccc(NC(=O)c4cc(-n5cnnc5)ccc4Cl)cc3)nc2c1	1	7	-1	2	3	-25	-10	-17	-16[20 µM]
CN(C)c1oc(COc2ccccc2F)nc1C#N	-2	12	-9	0	5	4	-7	1	-25[20 µM]
CC(=O)c1c(Nc2ccccc2)sc(C(=O)c2ccccc2)c1C	2	16	8	6	-8	-3	-3	-11	14
O=C(NC(c1ccc(Cl)cc1)c1c(O)ccc2ccccc12)c1ccccc1 (stereo not given)	4	11	11	10	0	7	-36	-9	-8
CCCOc1ccc(/C=C/C(=O)Nc2ccc([N+](=O)[O-])cc2)cc1	0	.	4	10	2	-13	-10	-2	-11
CCOC(=O)c1ccc(NC(=O)CC2C(=O)N(c3ccc(F)cc3)C(=O)N2CCC(C)C)cc1 (stereo not given)	4	3	19	7	-1	-8	-4	-10	-15[20 µM]
c1ccc(-c2nnc(SCC3CCCCO3)nc2-c2ccccc2)cc1 (stereo not given)	-3	9	0	3	0	1	-6	-1	-5
O=S(=O)(c1ccc2c(c1)OCCO2)N1CCC(n2nnc3cc(C(F)(F)F)ccc32)CC1	-4	14	10	4	4	5	0	0	-27
CN(c1ccccc1)S(=O)(=O)c1cccc(NC(=O)CSc2ncn[nH]2)c1	0	5	17	4	8	5	1	-22	-15
COC(=O)C(C(=O)OC)C(C[N+](=O)[O-])c1ccc(OC)cc1 (stereo not given)	-3	3	15	0	1	-1	-10	-8	-17
CCCCCCCCNC(=O)/C(C#N)=C/c1ccc2c(c1)OCCO2	0	3	14	6	0	-3	-8	-12	-14
Cc1ccc(/C=N/n2c(-c3cccc(Cl)c3)n[nH]c2=S)o1	-1	14	1	2	8	-14	-7	-3	-18
N/C(=N\OC(=O)Cc1cccs1)c1ccccc1	-1	4	-2	5	0	-4	-6	-14	-16
O=C(O)c1ccc(OCCn2ccnc2)cc1	1	10	2	3	1	0	1	2	-11
CCOc1ccc(-c2cc(C(=O)N3CCN(C)CC3)c3ccccc3n2)cc1	1	6	72*[5 µM]	7	-10	-25	-7	-23	-17
CN1CCN(C(=O)c2ccc(N3CCCC3=O)cc2)CC1	-4	3	7	4	4	10	-1	-6	-31[20 µM]
Cc1ccc(C(CC(=O)NCCCN(C)C)c2ccc(OC(C)C)cc2)cc1 (stereo not given)	6	5	18	0	-4	14	1	-12	0
C=CCn1c(=O)[nH]c2nc3cc(N=CN(C)C)c(C)cc3nc2c1=O	-1	8	6	3	3	-1	-4	-50	-23
O=C1CC(NN2CCCCC2)C(=O)N1c1ccccc1 (stereo not given)	0	2	-8	3	2	-1	-2	-8	-17
O=C1Nc2c(c(=O)[nH]c(=O)n2-c2ccc(F)cc2)C1(NS(=O)(=O)c1ccccc1)C(F)(F)F (stereo not given)	-2	3	30	-1	3	-17	1	-4	-7
O=C(Oc1ccc(Br)cc1)c1n[nH]c(=O)c2ccccc12	5	14	6	3	-3	-1	-3	5	-14
O=C1CCCC2=C1C(c1ccco1)Nc1ccc3ccccc3c12 (stereo not given)	1	11	2	6	3	12	-1	6	-33
O=C1/C(=C/c2ccncc2)SC(=S)N1N1CCOCC1	-1	15	-2	-1	6	-8	3	-11	-15
COC(=O)c1ccc(NC(=O)Cn2nc(SC)n(N)c2=S)cc1	0	10	12	-1	0	-2	-9	-16	-20
O=S(=O)(NC1CCCC1)c1ccccc1Cl	3	5	16	6	-1	-6	2	0	-9[20 µM]
CCOc1ccc(/C=N/Nc2nc(N3CCCC3)nc(N3CCCC3)n2)cc1OC	-4	14	20	-1	-5	-36	-3	-10	-17[20 µM]
Cc1cc(C(=O)CSc2nnc(-c3cccs3)n2Cc2ccccc2)c(C)n1C	0	9	-6	3	-6	-1	-11	1	-9
COc1cccc(-n2cc3c(=O)n(C)c(=O)n(C)c3c2)c1	1	12	11	5	1	30	-5	-4	-3
CCOC(=O)C1=C(C)N=c2sc(=C(C)C)c(=O)n2C1c1ccc(N(C)C)cc1 (stereo not given)	-3	5	.	1	3	3	-1	.	-16[20 µM]
CN(C)c1ccc(NC(=S)NC(=O)/C=C/c2ccc(Cl)cc2)cc1	-1	10	14	1	1	-6	2	-16	-17[20 µM]
C=CCc1ccc(OCCOCCNCCCC)c(OC)c1	-1	5	4	3	1	6	4	0	-18[20 µM]
O=C(Cn1cnc2ccccc21)N/N=C/c1ccccn1	-1	15	0	4	4	0	-2	-1	-11
O=C(CSc1nc2ccccc2s1)NC1CCCc2ccccc21 (stereo not given)	-2	12	24	5	-1	6	-1	-14	-16
CC(C)n1nc(C(=O)Oc2ccc(Cl)cc2)c2ccccc2c1=O	-2	6	-6	3	4	27	-7	-13	-29
Cc1ccc(-c2cc(C(=O)NCc3ccc4c(c3)OCO4)no2)cc1	2	8&12	9	1	-8	-3	-3	-15	-10[20 µM]
C/C=C/c1ccc(OCCOCCOc2cccc3cccnc23)c(OC)c1	-3	5	9	0	-4	-6	0	-1	-16
O=C(Nc1ccccc1)N1CCCN(c2nccc(C(F)(F)F)n2)CC1	3	15	17	-1	0	-3	-9	5	-3
FC(F)(F)c1cccc(NC(=S)Nc2ccc(Cl)c(Cl)c2)c1	-5	26	21	3	9	-2	-2	-13	-9
COc1ccccc1CNC(=O)COC(=O)c1ccc(S(=O)(=O)N2CCCC2)cc1	-3	9	3	1	0	-2	-3	-98	-8
O=C(COc1ccc(S(=O)(=O)NC2CCCCC2)cc1)N1CCN(c2cccc(Cl)c2)CC1	-3	3	-4	3	4	-4	-8	-16	-6[20 µM]
Cc1ccc(C(=O)NN2C(=O)c3ccc(S(=O)(=O)c4ccc(C(=O)O)cc4)cc3C2=O)cc1	3	4	20	11	3	-8	-1	-3	-12
CCOc1ccc(CC(=O)NNC(=S)NC)cc1Br	-1	13	-6	1	5	-5	5	-8	-11
Cc1nc2ccc(NC(=O)COc3ccccc3F)cc2s1	-1	3	18	2	1	3	-9	-5	-25
CN1CCC(N(C)C(=O)Cc2ccccc2[N+](=O)[O-])CC1	0	7	2	7	2	0	-4	-20	-31
CC12CCCCN1CCCc1c2[nH]c2ccccc12 (stereo not given)	2	.	22	7	4	4	-9	-5	-31
CC1(C)CC(=O)C2=C(C1)Nc1ccccc1NC2c1cccs1 (stereo not given)	-4	10	.	6	5	-25	-9	-3	-14
Cc1cccc(C2CC(c3ccc(Br)cc3)Nc3nc(N)nn32)c1 (stereo not given)	-4	11	14	7	0	-6	6	-9	-28
Cc1ccc(N2CC(C(=O)Nc3nnc(SCC(=O)Nc4cc(C)on4)s3)CC2=O)cc1 (stereo not given)	-2	6	-2	3	3	12	1	-26	-18
Cc1ccc(C)c(-n2c(Cc3cc(=O)[nH]c(=O)[nH]3)nnc2SCC(=O)NCc2ccco2)c1	1	.	.	4	1	2	-6	.	-17[20 µM]
Cc1csc2nc(CCNS(=O)(=O)c3cccs3)cn12	-4	11	5	6	1	-2	-11	3	-20
COc1ccccc1C(=O)Nc1ccc2oc(-c3ccc(F)cc3)nc2c1	4	11	53*	5	-5	-8	-11	28	-19
NS(=O)(=O)c1ccc(CCNCC(=O)N2CCC(Cc3ccccc3)CC2)cc1	-7	14	36	6	11	-5	-6	-3	-10
C=CCn1c(NC(=O)c2ccc(C)cc2)c(C#N)sc1=N	4	15	5	8	-1	2	-2	-1	-21
C=CCc1ccccc1OCCn1ccnc1	4	10	23	7	2	-1	5	9	-9[20 µM]

A portion of the library; rates above refer to the full screens.
